# Compound activity: PubChem BioAssay, National Center for Advancing Translational Sciences (NCATS)
# TRPV1 ag: activates the human vanilloid receptor TRPV1; TRPV1-expressing cells, Fluo-8 calcium influx, agonist mode; activation, % at 8.33 µM; 320,000 tested, 0.19% active; AID 540275; in the data active means activation above about 80%; inconclusive means between about 30% and that limit; further: 0% is about no effect
# Target sequence (Q8NER1 whole entry, looked up): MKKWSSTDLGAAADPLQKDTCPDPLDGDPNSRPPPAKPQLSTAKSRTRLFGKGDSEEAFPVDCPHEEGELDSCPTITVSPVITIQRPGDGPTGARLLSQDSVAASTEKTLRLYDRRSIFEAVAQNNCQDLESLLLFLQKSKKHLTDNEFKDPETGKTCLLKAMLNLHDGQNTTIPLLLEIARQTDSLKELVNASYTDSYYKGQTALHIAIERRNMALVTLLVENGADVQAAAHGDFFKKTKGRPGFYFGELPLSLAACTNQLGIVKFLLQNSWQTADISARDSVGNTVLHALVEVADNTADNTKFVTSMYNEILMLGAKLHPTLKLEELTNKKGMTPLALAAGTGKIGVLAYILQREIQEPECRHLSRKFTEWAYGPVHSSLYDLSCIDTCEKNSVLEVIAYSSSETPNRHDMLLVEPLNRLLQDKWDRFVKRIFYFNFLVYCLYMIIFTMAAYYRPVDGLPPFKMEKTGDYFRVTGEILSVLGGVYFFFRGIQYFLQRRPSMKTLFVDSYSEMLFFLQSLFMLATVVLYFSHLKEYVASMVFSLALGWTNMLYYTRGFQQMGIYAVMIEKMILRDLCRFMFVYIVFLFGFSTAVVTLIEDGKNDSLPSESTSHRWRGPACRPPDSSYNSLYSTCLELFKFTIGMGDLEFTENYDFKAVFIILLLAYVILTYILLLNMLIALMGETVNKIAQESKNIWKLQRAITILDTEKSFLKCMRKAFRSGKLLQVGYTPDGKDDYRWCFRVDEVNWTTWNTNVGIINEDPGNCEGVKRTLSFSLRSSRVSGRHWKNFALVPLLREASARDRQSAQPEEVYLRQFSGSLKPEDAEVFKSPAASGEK
#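 Cells expressing TRPV1 were dye-loaded with Fluo-8 and read kinetically: 10 s baseline, 3 min after compound (agonist portion), then 2 min after EC20 capsaicin (allosteric enhancer portion). Calcium-bound dye fluorescence at 480/520 nm.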
# p53 reactivation: restores transcriptional activity of mutant p53; H1299 p53-A138V BP100-luciferase reporter, luminescence, 24 h; Potency, µM (doses to about 92.2 µM), without a hit: at the highest dose activity change, positive = activation, usual class: activators; 320,000 tested, 0.063% active; AID 504706; further: potency means the concentration at half of the fitted maximal effect; % of control where 0% means no effect; nearly all actives have a fitted effect of over 45% in size
#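 p53-null H1299 cells stably carrying temperature-sensitive p53-A138V and a BP100-luciferase reporter were pinned with compounds (4-point, 1:5 series) and held 24 hrs at 37 deg C. Luminescence was read 10 min after detection reagent.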
# RORgamma inh: inhibitors of mouse ROR gamma transcriptional activity; P51450; Potency, µM (series often up to 53.6 µM), inactives show top-dose activity change, negative = inhibition, hits mostly inhibitors; 310,000 tested, 5.4% active; AID 2551; Drosophila S2 Gal4-RORgamma UAS-luciferase reporter, 20 h; further: potency means the concentration at half of the fitted maximal effect; on the % scale 0 is the no-effect control and ±100 the full control effect; nearly all actives have a fitted effect of over 60% in size
#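 In this cell-based reporter format, copper sulfate (700 uM final) drives Gal4–ROR gamma fusion expression from a metallothionein promoter in Drosophila Schneider cells; compounds preincubated 1 hr, reporter read after 20 hr at ambient temperature.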
# ELG1 genotox: induces genotoxicity in HEK293T cells with luciferase-tagged ELG1 | HEK293T ELG1-luciferase reporter, luminescence, 16 h | 330,000 tested, 1.3% active | Potency, µM (series often up to 46 µM), inactives show top-dose activity change, positive = activation, actives largely listed as activators | AID 504466; further: potency means the concentration at half of the fitted maximal effect; % of control where 0% means no effect; nearly all actives have a fitted effect of over 60% in size
#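 Step 1: seed 2,000 HEK293T ELG1-luciferase cells per well. Step 2: add compound or DMSO, incubate 16 hr at 37 °C. Step 3: ONE-Glo, 30 min at room temperature, read luminescence.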
# Gal4-VP16 FLuc: Gal4-VP16 reporter inhibition counter-screen. Drosophila S2 Gal4-VP16 UAS-luciferase, luminescence, 20 h. Potency, µM (highest dose often 53.6 µM), without a hit: at the top dose activity, negative = inhibition, actives largely listed as inhibitors. 310,000 tested, 3.5% active. AID 2546;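 further: Gal4-VP16 expression switched on by copper sulfate through the metallothionein promoter; potency means the concentration at half of the fitted maximal effect; on the % scale 0 is the no-effect control and ±100 the full control effect; nearly all actives have a fitted effect of over 50% in size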
# NPC1 prom act: NPC1 promoter activation; Huh7 NPC1 promoter luciferase reporter, 24 h; Potency, µM (highest dose often 9.22 µM), inactives show top-dose activation, actives largely listed as activators; 320,000 tested, 2.4% active; AID 485313;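 further: potency means the concentration at half of the fitted maximal effect; % of control where 0% means no effect; nearly all actives have a fitted effect of over 60% in size; reporter is driven by a mutant NPC1 promoter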
#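 Luciferase expression driven by the NPC1 promoter was measured in stably transfected Huh7 cells after a 24 h compound incubation, using a luciferase reagent and a luminescence read.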
# Tb PFK inh: T. brucei PFK enzyme inhibition; O15648; 330,000 tested, 0.17% active; T. brucei PFK, ADP-Glo luminescence; Potency, µM (doses to about 57.5 µM), for inactives: at the highest dose activity, negative = inhibition, hits mostly inhibitors;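 further: potency means the concentration at half of the fitted maximal effect; 0% = uninhibited 1x PFK enzyme wells and -100% = no-enzyme wells; nearly all actives have a fitted effect of over 60% in size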
#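 Compounds were pin-transferred as a titration series up to 57 uM into substrate buffer (0.5 mM F6P, 0.1 mM ATP, pH 8.0), then 1.25 nM PFK was added and reactions ran 45 min before ADP-Glo detection.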
# BRCA1 expr up: activators of BRCA1 expression | Potency, µM (doses to about 46.1 µM), inactives show top-dose activation, hits mostly activators | MCF7-BRCA1-FFLuc reporter, luminescence, 48 h; response scale: scaled: vehicle 0%, 10 µM genistein 100% | 380,000 tested, 1.1% active | AID 624202; further: potency means the concentration at half of the fitted maximal effect; nearly all actives have a fitted effect of over 80% in size; some results filed as inactive show a strong effect at the top dose
#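 MCF7 cells carrying a BRCA1-firefly luciferase reporter (2000 cells/well, phenol-red free MEM) were attached for 2 h at 37 °C, then given compounds for 48 h. Luminescence was read 15 min after luciferase reagent; activity normalized to genistein (10 microM) and DMSO.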
# ELG1 DNA repair: ELG1-dependent DNA repair inhibition | HEK293T ELG1-luciferase reporter, luminescence, 16 h; DNA damage induced by 5-fluorouridine | Potency, µM (titrated, usually from 46.1 µM), for inactives: at the highest dose activity change, negative = inhibition, actives largely listed as inhibitors | 330,000 tested, 2.3% active | AID 504467; further: potency means the concentration at half of the fitted maximal effect; on the % scale 0 is the no-effect control and ±100 the full control effect; nearly all actives have a fitted effect of over 55% in size
#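 5-Fluorouridine DNA damage + compound/DMSO, 2,000 cells/well, 16 h, 37 °C/5% CO2. ONE-Glo, 30 min RT, luminescence. Readout = decrease in reporter signal.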
# FLuc modulator: firefly luciferase modulation, counter-screen for miR-21 project; P08659; purified FLuc, Km substrates, luminescence inhibition; Potency, µM (top dose mostly 57.5 µM), inactives show top-dose activity change, negative = inhibition, actives largely listed as inhibitors; 360,000 tested, 6.9% active;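 further: potency means the concentration at half of the fitted maximal effect; plate controls were vehicle for no effect and reference inhibitor for full effect; nearly all actives have a fitted effect of over 55% in size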
#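 Purified P. pyralis luciferase (10nM final) with 10uM D-luciferin and 10uM ATP (Km levels) in 50mM Tris acetate pH 7.5, 10mM Mg acetate, 0.01% Tween-20, 0.05% BSA; qHTS 6-point titration, ~60 µM downward; luminescence read.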
# Rab9 promoter act: activates the Rab9 promoter | Huh7 Rab9 promoter-luciferase reporter, luminescence, 24 h | Potency, µM (titrated, usually from 9.22 µM), without a hit: top-dose activation, negative = inhibition, hits mostly activators | 320,000 tested, 2.8% active; further: potency means the concentration at half of the fitted maximal effect; % of control where 0% means no effect; nearly all actives have a fitted effect of over 60% in size
#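 Luminescence from Amplite-detected luciferase (10 minutes, ambient) reports Rab9 promoter activation. Before that, stable Rab9-luciferase Huh7 cells (1500/well, reduced-serum OP-MEM I plus 10% FBS) were exposed to compound for 24 hours at 37C.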
# Numbers without * were called inactive; ? = inconclusive; nt = not tested or not shown; [ ] = dose if it differs, or a comment. Unless noted, the call rests on the fitted dose curve; in most records, active means well fitted curve in the direction sought with a large enough effect; inconclusive means small, poorly fitted or top-dose-only effect, or another doubt; inactive means no such curve, though single readings can be large; an effect the other way counts as inactive or inconclusive.
SMILES,TRPV1 ag,p53 reactivation,RORgamma inh,ELG1 genotox,Gal4-VP16 FLuc,NPC1 prom act,Tb PFK inh,BRCA1 expr up,ELG1 DNA repair,FLuc modulator,Rab9 promoter act
COc1cccc(OCc2cc(C(=O)N(C)Cc3nc4ccccc4[nH]3)no2)c1,?,?,26%,?,-15%,3.2µM*,-3%,86%,?,11µM*,?
Cc1cc(C)cc(NC(=O)Cn2nnc3ccccc3c2=O)c1,-2,0%,-10%,0%,12%,-1%,1%,0%,-11%,4%,-1%
C=CCCC(=O)Nc1nc(C)c(-c2csc(Nc3ccc(Cl)cc3Cl)n2)s1,1,-8%,11%,-5%,2%,1%,-2%,0%,-29%,27µM*,-7%
Cc1cc(C(=O)NCc2cccnc2)n(-c2ccccc2)n1,-5,0%,7%,-1%,-1%,1%,0%,-7%,6%,3%,-2%
CN(C)/C=C/C(=O)c1ccc(Br)s1,0,3%,15%,?,-16%,-1%,0%,0%,?,?,27%
CCOC(=O)C1CCCN(Cc2cc(=O)oc3cc(C)ccc23)C1 (centres undefined),9,5%,13%,7%,3%,12%,2%,73%,?,?,?
C/C(=N\NC(=O)c1ccc(Cl)cc1)c1cccnc1,4,17%,-3%,?,-12%,?,-8%,?,?,17µM*,?
COc1ccc(NC(=O)c2ccc(Cl)nc2)cc1S(=O)(=O)N1CCOCC1,-2,-3%,nt,-2%,nt,-9%,-7%,-44%,?,5%,1%
Cc1ccccc1NC(=O)CCN1CCc2ccccc2C1,-10,-5%,-2%,-2%,-2%,-5%,-10%,2%,-11%,1%,-13%
N#CCSc1nnc(-c2ccccc2O)n1CCc1ccccc1,-4,-6%,-20%,-2%,9%,-1%,21%,0%,-7%,-4%[2.3 µM],-4%
Cc1cccc(NC(=S)N2CCC(O)CC2)c1C,-5,19%,-8%,1%,-7%,-4%,-1%,39%,13%,-2%,-4%
O=C(NCc1ccccc1F)c1ccc(S(=O)(=O)NCc2ccco2)cc1,3,-8%,nt,1%,nt,-1%,2%,0%,6%,0%,2%
CC(C)C1CC(c2csc(N)n2)CCO1 (centres undefined),1,-1%,1%,0%,-4%,-4%,3%,7%,-1%,3%,0%
COc1ccc(C(NC(=O)/C=C/c2ccco2)c2ccc(OC)c(OC)c2)cc1OC,-1,-17%,-6%,1%,?,-2%,-11%,12%,2%,-1%,-4%
COc1cc([N+](=O)[O-])ccc1NC(=O)/C=C/C(=O)O,5,4%,-6%,3%,-4%,-1%,-5%,1%,?,-21%,5%
COc1ccc([C@H]2CC(=O)C=C(c3cccc4c3Oc3ccccc3S4)C2)cc1,?,-4%,nt,-2%,nt,-5%,-5%,-18%,?,1%,-2%
COc1ccc(CCNC(=O)CCC(=O)Nc2nnc(C(C)C)s2)cc1OC,-6,1%,-8%,2%,-2%,-3%,-1%,-1%,17%,1%,3%
Cc1nn(CC(=O)NCCc2ccccc2)c(=O)c2cc3occc3n12,1,1%,20%,6%,-1%,-3%,0%,39%,?,-1%,3%
C=CCc1cccc(/C=N/NC(=O)C(C)Nc2ccc(C)cc2)c1O (centres undefined),?,?,0.56µM*,11%,2.8µM*,-8%,-1%,-88%[inhibitor],-8%,-2%,0%
CCOc1ccc(CNC(=O)CCCn2nc(CC)n3c(cc4occc43)c2=O)cc1,-5,-12%,-3%,0%,-27%,-1%,-9%,-8%,?,-3%,0%
O=C(CSc1nnc2c(n1)[nH]c1ccc(F)cc12)NC1CC1,1,3%,-11%,2%,7%,-4%,-1%,-26%,5%,3%,0%
N=c1ccn(Cc2ccccc2Cl)cc1,0,-3%,13%,-8%,-4%,-4%,-3%,-38%,-16%,2%,-37%[inhibitor]
CC(C)NC(=O)CN1CCC(O)(c2ccccc2)CC1,-1,?,4%,0%,4%,2%,-1%,14%,12%,-5%,1%
O=CN1CCN(C(=O)CN2C(=O)c3ccccc3C2=O)CC1,3,-2%,-7%,4%,-4%,-1%,4%,11%,7%,-2%,4%
Cc1ccccc1C(=O)N1CCN(CCNC(=O)C(=O)Nc2ccc(Br)cc2)CC1,0,-5%,20%,-17%,-3%,-7%,1%,-24%,21µM*,-3%,-4%
Cc1ccc(NC(=O)c2ccc3c(c2)C(=O)N(CC2CCCO2)C3=O)cc1C (centres undefined),8,4%,44%,2%,-8%,0%,1%,-1%,-9%,11µM*,14%
CSc1sc(C(=O)NCC2CC2)c2c1S(=O)(=O)N(C)c1ccccc1-2,2,-2%,-2%,1%,-5%,2%,0%,0%,1%,5%,-11%
CC1(C(=O)OCC(=O)N2c3ccccc3Sc3ccccc32)CC1(Cl)Cl (centres undefined),12,-7%,?,-6%,-1%,-1%,9%,-23%,-8%,-2%,-2%
COc1nc(N/N=C/c2cc3c(cc2Br)OCO3)nc(N2CCOCC2)n1,9,22%,12%,1%,-12%,-2%,1%,1%,?,?,3%
CCOC(=O)N1CCN(Cc2ccccc2F)CC1,0,-5%,16%,2%,-1%,-4%,-4%,17%,6%,-3%,1%

# Three entries from above, sorted by their value in TRPV1 ag, largest number first.
SMILES	TRPV1 ag	p53 reactivation	RORgamma inh	NPC1 prom act	Tb PFK inh	Rab9 promoter act
CC1(C(=O)OCC(=O)N2c3ccccc3Sc3ccccc32)CC1(Cl)Cl (centres undefined)	12	-7%	?	-1%	9%	-2%
O=CN1CCN(C(=O)CN2C(=O)c3ccccc3C2=O)CC1	3	-2%	-7%	-1%	4%	4%
COc1ccc(CCNC(=O)CCC(=O)Nc2nnc(C(C)C)s2)cc1OC	-6	1%	-8%	-3%	-1%	3%

# Exported bar-delimited: entries from further up
compound | TRPV1 ag | p53 reactivation | RORgamma inh | ELG1 genotox | Gal4-VP16 FLuc | NPC1 prom act | Tb PFK inh | BRCA1 expr up | ELG1 DNA repair | FLuc modulator | Rab9 promoter act
N=c1ccn(Cc2ccccc2Cl)cc1 | 0 | -3% | 13% | -8% | -4% | -4% | -3% | -38% | -16% | 2% | -37%[inhibitor]
CC(C)NC(=O)CN1CCC(O)(c2ccccc2)CC1 | -1 | ? | 4% | 0% | 4% | 2% | -1% | 14% | 12% | -5% | 1%

# Going on with the list:
SMILES,TRPV1 ag,p53 reactivation,RORgamma inh,ELG1 genotox,Gal4-VP16 FLuc,NPC1 prom act,Tb PFK inh,BRCA1 expr up,ELG1 DNA repair,FLuc modulator,Rab9 promoter act
O=C(c1ccco1)N(Cc1cccc(F)c1)C1CCS(=O)(=O)C1 (centres undefined),1,0%,-26%,0%,3%,0%,1%,4%,13%,3%,-7%
CC(C)(C)NC(=O)C(c1cccs1)N(CC1CCCO1)C(=O)Cn1nnc(-c2cccs2)n1 (centres undefined),-3,-1%,?,7%,-4%,11%,1%,0%,-1%,2%,1%
CCn1nc(C)c([N+](=O)[O-])c1C(=O)NNC(=O)c1ccccc1Cl,-2,0%,-14%,-1%,7%,-3%,0%,4%,15%,2%,-1%
COCc1nnc(NC(=O)c2ccc(S(=O)(=O)N3CCCC3)cc2)o1,-4,-19%,4.5µM*,-7%,11µM*,-3%,-3%,-13%,-5%,-1%,2%
O=C(CCNc1ccccc1)c1ccc2c(c1)OCO2,?,?,-41%,?,-21%,2.2µM*,0%,?,?,4.8µM*,2.5µM*
Cc1ccc(S(=O)(=O)CCC(=O)OCC(=O)Nc2cc(S(=O)(=O)N3CCOCC3)ccc2C)cc1,-1,-5%,nt,0%,nt,0%,-6%,-1%,-4%,2%,3%
CCCCc1nc2sc3c(=O)[nH]cnc3c2c2c1CCCC2,-2,1%,1%,-1%,-8%,0%,0%,-14%,27%,2%,-3%
O=C(NCc1ccco1)C(C(=O)c1ccccc1)n1ccccc1=O (centres undefined),0,1%,-2%[10 µM],2%,-2%,6%,0%,7%,9%,0%,4%

# Filtered by structure: the compounds so far containing fluorine.
SMILES,TRPV1 ag,p53 reactivation,RORgamma inh,ELG1 genotox,Gal4-VP16 FLuc,NPC1 prom act,Tb PFK inh,BRCA1 expr up,ELG1 DNA repair,FLuc modulator,Rab9 promoter act
O=C(NCc1ccccc1F)c1ccc(S(=O)(=O)NCc2ccco2)cc1,3,-8%,nt,1%,nt,-1%,2%,0%,6%,0%,2%
O=C(CSc1nnc2c(n1)[nH]c1ccc(F)cc12)NC1CC1,1,3%,-11%,2%,7%,-4%,-1%,-26%,5%,3%,0%
CCOC(=O)N1CCN(Cc2ccccc2F)CC1,0,-5%,16%,2%,-1%,-4%,-4%,17%,6%,-3%,1%
O=C(c1ccco1)N(Cc1cccc(F)c1)C1CCS(=O)(=O)C1 (centres undefined),1,0%,-26%,0%,3%,0%,1%,4%,13%,3%,-7%
